# Compound activity from PubChem BioAssay.
# Growth percent in the NCI-60 one-dose screen (48 h, 10 µM unless noted): 100 = growth as untreated, 0 = no growth, -100 = all killed.
# ACHN: ACHN renal cancer. 81,000 compounds, 4.9% hits
# A498: A498 renal cancer cells; 76,000 compounds, 5.4% hits
# SN12C: SN12C renal cancer cells; 81,000 compounds, 3.8% hits; AID 1794767
# UO-31: UO-31 renal cancer; AID 1794768; 81,000 compounds, 5.2% hits
# 786-0: 786-0 renal cancer cells; 81,000 compounds, 5.1% hits; AID 1794775
# U251: U251 CNS tumor cells | 80,000 compounds, 5.4% hits | AID 1794753
# TK-10: TK-10 renal cancer cells | 81,000 compounds, 3.9% hits
# CAKI-1: CAKI-1 renal cancer; 75,000 compounds, 4.7% hits; AID 1794772
# RXF 393: RXF 393 renal cancer cells. 77,000 compounds, 6.9% hits. AID 1794773
# * hit, by the source's call; . = not tested or not shown; & = joins results of further samples; [ ] = dose if it differs, or a comment. How the source made its calls: active means growth percent below 10; inactive means the rest.
SMILES,ACHN,A498,SN12C,UO-31,786-0,U251,TK-10,CAKI-1,RXF 393
CCOC(=O)c1sc2ncnc(Oc3ccc(NC(=O)Nc4ccc(Cl)cc4)cc3)c2c1C,111,.,93,66,99,83,113,93,107
CCC1(C)NCCO1 (stereo not drawn),97,.,106,86,98,95,78,89,106
CC(C)OC(=O)Oc1ccccc1OC(=O)OC(C)C,96,100,108,83,106,100,.,101,.
Nc1c(C(=O)Nc2ccc(Cl)c(Cl)c2)sc2nc3c(cc12)C(=O)CCC3,111,91,104,99,95,.,88,98,.
CC1(C)OC2OC(COC(=O)c3ccccc3)C(O)C2O1 (stereo not drawn),109&101,118&90,104,88&74,96&102,102&104,102&112,108&101,115&110
O=C(Nc1ccc2c(c1)OCO2)C(=O)c1c[nH]c2ccc(F)cc12,65,69,78,77,.,86,85,60,100
C=CCNC(=S)Nc1cccc(C(F)(F)F)c1,97,73,98,82,101,94,118,94,98
CC1(C)CC(=O)C2=C(C1)Nc1c(C#N)c(N)[nH]c(=O)c1C2c1ccc(Cl)c(Cl)c1 (stereo not drawn),98,.,91,101,106,85,103,93,94
C=C(C)[C@@H]1CC[C@]2(C(=O)N=C=S)CC[C@]3(C)[C@H](CC[C@@H]4[C@@]5(C)CCC(=O)C(C)(C)[C@@H]5CC[C@]43C)[C@@H]12,28,25,19,35,37,24,42,.,51
O=C(Cn1ccccc1=O)Nc1ccccc1C(=O)c1ccccc1,104,100,112,105,101,102,107,93,99
O=[N+]([O-])c1cc(-c2cccnc2)n[nH]1,106,102,102,81,102,97,106,87,115
CCOC(=O)c1cc(C(=O)c2ccc(OC)c(OC)c2)n2ncc3ccccc3c12,91,82,103,67,69,86,85,.,90
CC1CC(C)S(=O)(=O)C1 (stereo not drawn),103,122,108,101,107,89,103,106,115
CCC(=O)Oc1ccc(/C(=C(\C)c2ccccc2)c2ccc(OCCCN(C)C)cc2)cc1,104,95,97,81,88,91,84,102,106
O=[N+]([O-])c1ccc2c(c1)CCC2,112,120,106,86,101,104,112,102,145
CC1=NC(C(=O)O)CC1C (stereo not drawn),106,94,110,90,96,105,121,113,105
CC(C)[C@H](NC(=O)[C@H](CC(=O)O)NC(=O)[C@H](CCCCN)NC(=O)[C@@H](N)CCCN=C(N)N)C(=O)N[C@@H](Cc1ccc(O)cc1)C(=O)O,110,114,91,66,95,106,123,90,117
O=C(O)c1ccccc1Br,100,85,98,87,108,109,96,120,100
CCC(CC)=NOC(=O)Nc1ccccc1,106,95,107,89,89,95,82,103,106
Cc1ccc2oc(=O)cc(CSc3nnc(SCc4cc(=O)oc5ccc(C)cc45)s3)c2c1,102,98,.,85,98,96,97,96,109
CCOC(=O)/C=C/CCCC1CCCCC1,107,95,106,97,97,88,97,92,99
C=C(C)[C@@H]1CC[C@]2(C(=O)NCc3ccc(OCc4cn(-c5ccc(Cl)c(Cl)c5)nn4)c(OC)c3)CC[C@]3(C)C(CCC4[C@@]5(C)CCC(OC(C)=O)C(C)(C)C5CC[C@]43C)C12 (stereo partly drawn),98,131,94,79,105,97,117,82,100
CN(C)c1ccc(/C=C(\C#N)c2nc3ccccc3n2C)cc1,55,.,54,46,47,30,38,14,3.5*
COc1ccc2c(C)cc(=O)oc2c1OCC(O)CN1CCOCC1 (stereo not drawn),109,.,107,84,99,.,98,79,111
CCC1(CC)COC(c2ccccc2)OC1,107,124,107,89,100,93,125,87,113

# Three records picked at random from those above, as already listed:
SMILES,ACHN,A498,SN12C,UO-31,786-0,U251,TK-10,CAKI-1,RXF 393
CC1=NC(C(=O)O)CC1C (stereo not drawn),106,94,110,90,96,105,121,113,105
O=C(Nc1ccc2c(c1)OCO2)C(=O)c1c[nH]c2ccc(F)cc12,65,69,78,77,.,86,85,60,100
CCC(=O)Oc1ccc(/C(=C(\C)c2ccccc2)c2ccc(OCCCN(C)C)cc2)cc1,104,95,97,81,88,91,84,102,106

# (listing goes on)
SMILES,ACHN,A498,SN12C,UO-31,786-0,U251,TK-10,CAKI-1,RXF 393
c1ccc2c([C@@H]3CCCC[C@H](c4c[nH]c5ccccc45)c4c3[nH]c3ccccc43)c[nH]c2c1,25,.,42,35,55,55,87,33,78
CC(=O)Nc1ccc(Oc2c(/C=N/N=c3\sc4ccccc4n3C)c(C)nn2-c2ccccc2)cc1,94,.,82,64,73,91,111,89,100
COc1cc(OC)cc(C(=O)NCCCl)c1,103,100,97,84,108,106,131,99,110
Cc1ccc(CS/C(=C\c2ccc([N+](=O)[O-])cc2)C(=O)c2ccc(F)cc2)cc1,60,89,46,47,77,-20*,92,.,100
O=C(Cc1nc2ncccc2[nH]c1=O)N/N=C/c1ccc([N+](=O)[O-])cc1,94,62,94,88,73,85,80,74,76
Cc1ccc(N(C(=O)C2CC2c2ccc(F)c(F)c2)C(C(=O)NCCN2CCOCC2)c2ccc([N+](=O)[O-])cc2)cc1 (stereo not drawn),102,.,100,90,91,94,95,99,106
CC(=O)Nc1ccc([N+](=O)[O-])cc1C,82,99,91,68,93,100,118,99,121
N#C/C(=C\c1ccc(-c2ccc(Cl)c(Cl)c2)o1)C(=O)Nc1ncc(Cc2ccc(Cl)cc2)s1,59,41,12,25,11,3.7*,68,57,66
OC(CSc1ccccc1)CN1CCN(c2cccc(Cl)c2)CC1 (stereo not drawn),101&103,90&116,103&94,75&76,105&95,102&95,112&101,88&92,94&106
Clc1ccc(/C=N/NC2=NCCN2)c(Cl)c1,100,82,94,77,92,98,115,82,100
O=P1(O)Cc2ccccc2-c2ccccc21,100,97,102,93,113,104,103,102,100
N#Cc1ncc(Cl)c2ccccc12,109,92,96,72,92,103,119,100,101
O=C(O)CCn1ccc2ccccc21,92,102,100,94,105,107,108,93,122
Cc1nn(-c2ccccc2)c2nc3c(c(-c4ccc(Cl)cc4)c12)CNC1(CCSCC1)N3,103,89,108,95,105,96,107,95,89
C#CCOc1ccc(C(Nc2ccc(F)cc2)c2nnnn2C2CCCCC2)cc1 (stereo not drawn),99,.,100,77,93,92,109,67,101
Nc1ccc(C(=O)O)c(O)c1,101,128,90,94,108,110,98,102,110
Cc1ccc(CSc2nc3ccccc3c(=O)n2CCc2ccc(S(N)(=O)=O)cc2)cc1,97,95,95,69,97,98,85,92,103
O=C1CCC(C2CCc3cc(O)ccc3C2)C1 (stereo not drawn),111,99,106,91,115,105,87,105,107
COc1cccc(/C(C)=N\Nc2ccc([N+](=O)[O-])cc2[N+](=O)[O-])c1OC,93,108,101,93,117,100,118,83,99
O=C(Nc1ncc(Cc2cccc(Cl)c2)s1)C(=S)N1CCOCC1,104,116,94,77,107,102,99,89,103
CN(/C=C(\C#N)S(=O)(=O)c1ccccc1)Cc1ccccc1,100,111,102,95,106,104,102,107,108
O=C(CC1(O)C(=O)Nc2c(Cl)cc(Cl)cc21)c1ccc(F)cc1 (stereo not drawn),105,89,103,86,107,85,135,93,100
CC(=O)Cc1ccc([N+](=O)[O-])cc1,131,97,93,84,104,95,96,98,99
C=CCOC(CN(CCCC)CCCC)CN(CCCC)CCCC,101,103,100,81,103,95,105,106,103
O=C1C(Cl)=C(NSCCSNC2=C(Cl)C(=O)c3ccccc3C2=O)C(=O)c2ccccc21,73,76,103,58,101,81,82,85,105
# (continued)
SMILES,ACHN,A498,SN12C,UO-31,786-0,U251,TK-10,CAKI-1,RXF 393
CCCC[P+](CCCC)(CCCC)Cc1ccccc1,106&98,104&108,93&93,80&93,97&97,91&97,88&110,98&127,113&92
COc1cc(/C=C/C(=O)c2c(C)nc3ccccc3c2/C=C/c2ccccc2)cc(OC)c1OC,-27*,41,11,27,18,-14*,10,31,-17*
CN(C)CSc1nc2ccccc2s1,93,111,101,72,95,103,119,.,106
Nc1nc(N)c(N)c(N=O)n1,107,110,106,77,103,99,91,92,108
COC1=C[C@@]23CCCN2CCc2cc4c(cc2[C@H]3[C@H]1OC(=O)[C@H](C)O)OCO4,101,102,103,87,106,98,104,98,112
NCc1c(Cl)c(Cl)c(CN)c(Cl)c1Cl,101,.,102,81,93,98,126,85,98
COc1ccc2cc(-c3ccc(NC(C)=O)c(=O)o3)ccc2c1,99,85,102,78,99,96,97,90,98
COc1ccc2[nH]cc(-c3nn4cc(-c5nccs5)nc4s3)c2c1,83,96,90,49,102,103,169,75,105
O=C(NNc1nc2c(F)cccc2n2cccc12)c1cnccn1,4.7*,54,34,8.1*,27,19,49,18,37
C=C(C)[C@@H]1CC[C@]2(C(N)=O)CC[C@]3(C)[C@H](CC[C@@H]4[C@@]5(C)CC[C@H](O)C(C)(C)[C@@H]5CC[C@]43C)[C@@H]12,-80*[100 µM],-28*[100 µM],-46*[100 µM],-100*[100 µM],-72*[100 µM],-69*[100 µM],-70*[100 µM],-64*[100 µM],-49*[100 µM]
O=[N+]([O-])c1cccc(Oc2ncccc2[N+](=O)[O-])c1,124,101,108,95,114,113,103,106,116
CC(=O)CCSCc1ccccc1,105,97,100,92,104,99,118,87,101
COc1ccc(C2C(C(C)=O)=C(C)NC(C)=C2C(C)=O)cc1,94,91,87,85,96,103,113,79,100
COc1ccc(/C=c2\c(=O)n(-c3ccccc3)c3nn4c(Nc5ccccc5)nnc4n23)cc1,101,112,103,73,111,102,137,91,113
COC1OCC2OC(C)(C)OC2C1OC(=S)SC (stereo not drawn),107,99,111,89,100,96,96,91,108
Cn1cc(/C=C2\SC(=S)N(CCCC(=O)NCCc3c[nH]c4ccccc34)C2=O)c2ccccc21,81,93,59,36,89,83,103,59,95
CC(=O)O[C@H]1CC[C@@]2(C)C(=CC[C@@H]3[C@@H]2CC[C@]2(C)C(Cl)=C(c4nc5ccc(Cl)cn5c4NC(C)(C)C)C[C@@H]32)C1,92,93,98,87,85,88,89,65,90
O=C1Nc2ccc(Cl)cc2C1=Nc1ccc(O)cc1,89,104,98,81,113,98,157,77,108
O=C1CSC(c2ccc(Br)cc2)N1n1cnnc1 (stereo not drawn),105,73,80,89,99,101,111,86,112
O=C1Nc2ccccc2/C1=N/N1C(=O)CN(CCCl)C1=O,107,96,94,86,101,102,102,89,115
O=C(c1cccs1)c1ccccc1Cc1cccs1,101,90,102,81,99,107,84,.,122
CCCc1ccc(S(=O)(=O)N[C@H]2CC[C@H]3[C@@H]4CCc5cc(O)ccc5[C@H]4CC[C@]23C)cc1,47,41,50,28,63,.,81,47,26
Cc1cc(C(N)=O)cc(C)c1C(=O)OCCCl,108,99,98,86,100,97,106,98,117
COc1cc(OC)c(OC)cc1/C=N/NC(=O)c1ccc(S(C)(=O)=O)cc1,108,96,99,90,104,94,95,98,104
Cc1ccc(-c2nc(C#N)c(N3CCN(S(=O)(=O)c4oc(-c5ccc(C)cc5)nc4C#N)CC3)o2)cc1,115,105,102,99,104,106,117,110,137
# Carrying on.
SMILES,ACHN,A498,SN12C,UO-31,786-0,U251,TK-10,CAKI-1,RXF 393
Cc1ccc(-n2nc(C(=O)O)c(N3CCCCC3)n2)cc1,104,100,100,88,100,100,123,97,94
OCCNc1nc(NCCO)nc(Nc2ccc(C3=NN(c4cc(Cl)cc(Cl)c4)C(c4ccccc4)C3)cc2)n1 (stereo not drawn),42,85,55,57,40,27,74,.,11
Oc1cccc2cc3ccccc3cc12,106,96,101,94,100,106,105,91,87
CCN(CC)c1ccc(C(=C2C=CC(=[N+](CC)Cc3cccc(S(=O)(=O)O)c3)C=C2)c2ccc(N(CC)Cc3cccc(S(=O)(=O)O)c3)cc2)cc1,77,36,23,45,56,21,69,.,.
CC1(C)N=C(N)N=C(N)N1c1ccc(F)c(C(F)(F)F)c1,36,93,47,42,-4.4*,47,66,.,.
CC(C)c1c[nH]c(=O)[nH]c1=O,102,108,100,97,105,99,122,102,96
Cc1nc(N)[nH]c(=O)c1NC(=O)CBr,107,91,92,83,.,95,106,90,104
Nc1ccc(CSc2ccc(Cl)cc2)c(Cl)c1,102,78,84,55,81,89,86,95,107
COc1ccc(-c2cnc3sc4ccc(C)cc4n23)cc1,100,104,96,74,111,100,173,95,98
CCOc1ccc(N2C(=O)CCSC2=S)cc1,101,102,101,86,106,102,96,96,117
CNC(=O)Sc1ccc(Cl)cc1,108,112,93,77,98,100,101,106,103
CC1=CC=CC(C)C(=O)N1 (stereo not drawn),96,107,109,97,94,102,106,96,99
O=C(Cn1c(C(=O)c2ccccc2)nc2ccccc21)c1ccc(F)cc1,96,87,78,81,76,55,68,43,46
Cc1c(O)cnc2nn(-c3ccccc3)c(=N)n12,97,106,98,94,102,.,109,102,111
COc1cc(Nc2nc3ccccc3cc2C(=O)Nc2ccc(F)c(F)c2)cc(OC)c1OC,5.7*,-3.6*,12,22,34,19,48,46,68

# In the list so far, nine have an NH in an aromatic ring:
SMILES,ACHN,A498,SN12C,UO-31,786-0,U251,TK-10,CAKI-1,RXF 393
O=C(Nc1ccc2c(c1)OCO2)C(=O)c1c[nH]c2ccc(F)cc12,65,69,78,77,.,86,85,60,100
CC1(C)CC(=O)C2=C(C1)Nc1c(C#N)c(N)[nH]c(=O)c1C2c1ccc(Cl)c(Cl)c1 (stereo not drawn),98,.,91,101,106,85,103,93,94
O=[N+]([O-])c1cc(-c2cccnc2)n[nH]1,106,102,102,81,102,97,106,87,115
c1ccc2c([C@@H]3CCCC[C@H](c4c[nH]c5ccccc45)c4c3[nH]c3ccccc43)c[nH]c2c1,25,.,42,35,55,55,87,33,78
O=C(Cc1nc2ncccc2[nH]c1=O)N/N=C/c1ccc([N+](=O)[O-])cc1,94,62,94,88,73,85,80,74,76
COc1ccc2[nH]cc(-c3nn4cc(-c5nccs5)nc4s3)c2c1,83,96,90,49,102,103,169,75,105
Cn1cc(/C=C2\SC(=S)N(CCCC(=O)NCCc3c[nH]c4ccccc34)C2=O)c2ccccc21,81,93,59,36,89,83,103,59,95
CC(C)c1c[nH]c(=O)[nH]c1=O,102,108,100,97,105,99,122,102,96
Cc1nc(N)[nH]c(=O)c1NC(=O)CBr,107,91,92,83,.,95,106,90,104
